Screens: PubChem, several laboratories
MITF TRPM1 HTS = increases MITF-driven TRPM1 promoter luciferase signal. 300,000 compounds, 0.75% hits. SK-MEL-5 TRPM1-promoter luciferase, 24 h; % of positive control, neutral wells = 0. activation, % at 12.5 µM;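 active = mean activation of at least 80% with every replicate also reaching 80%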;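 note: 0% = neutral control wells and 100% = parthenolide positive control wells; values of inactives mirror those of a sister screen read the other way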
dFosB act = mouse delta FosB homodimer activation; P13346; purified delta FosB, TAMRA-CDK5 oligo fluorescence polarization; percent of positive-control signal above neutral wells; activation, % at 25 µM; 340,000 compounds, 0.99% hits; AID 493131;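 active = mean activation above about 17%, with every replicate also reaching it, limit read from the data, passing the limit was not always enough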;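 note: fluorescence polarization rise as delta FosB binds a TAMRA Cdk5 AP-1 oligo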
Mot1-301 SUMO = SUMOylation pathway inhibition by Mot1-301 growth rescue. AID 2716. 320,000 compounds, 1% hits. S. cerevisiae Mot1-301 growth rescue, ATP luminescence, 38.5C; percent above DMSO median, 100 means doubled. growth rescue, % at 18.8 µM;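 active = every valid replicate shows activation above 250% relative to neutral control wells; inactive = the rest, any valid replicate at or below 250%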;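 note: OY570 slx delta 5 strain wells were the positive control but not used for scaling; some compounds called inactive have numbers as strong as hits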
SR-BI DiI-HDL act = activators of SR-BI mediated HDL lipid uptake. CHO ldlA[mSR-BI] cells, DiI-HDL uptake fluorescence, 3 h; 100 = double the neutral-control signal. activation, % at 12.5 µM. 320,000 compounds, 0.096% hits;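 active = mean replicate activation of at least 60% and every replicate at or above 60%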;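 note: 0% = median plate neutral-control signal and 100% = twice that signal; values of inactives mirror those of a sister screen read the other way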
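Test system: SR-BI-overexpressing, LDLR-lacking CHO cells; Also added: labelled HDL, 10 µg/mL; Measured by: bottom-read cell fluorescence after medium removal, ex 550/em 595 nm; Timing: 3 h uptake period with compound, 37 °C; Buffer or medium: F12, 0.5% BSA, 25 mM HEPES; Doses: single compound concentration, delivered by pin transfer.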
PKA-R2B act = PKA-R2B complex activation; P22694+P31323; PKA-R2B holoenzyme dissociation, Cy5-IP20 fluorescence polarization; R2B truncated from residue 108, S112A mutant; 0% DMSO only, 100% 113 µM cGMP; activation, % at 11.4 µM; 340,000 compounds, 0.079% hits; AID 504700;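 active = activation above a cutoff set at the mean over all compounds plus 3 SD, cut at about 18% in these data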;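 note: higher means more holoenzyme dissociation and a rise in polarization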
NSD2 inh = NSD2 (human) methyltransferase inhibition; NSD2 peptide methylation, AlphaScreen, 120 min; inhibition, % at 12.5 µM; 310,000 compounds, 0.54% hits; in the data active = inhibition above about 50%
SR-BI HDL uptake = inhibitors of mouse SR-BI mediated HDL lipid uptake; inhibition, % at 12.5 µM; Q61009; AID 488896; ldlA[mSR-BI] CHO cells, DiI-HDL uptake fluorescence, 3 h; 320,000 compounds, 0.96% hits;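 active = mean replicate inhibition of at least 70% and a set share of replicates each scoring 70 or more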;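 note: 0% = median of neutral control wells and 100% = median of positive control wells; values of inactives mirror those of a sister screen read the other way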
PKA-R1A activ = PKA-R1A complex activation; P00514+P68181; PKA-R1A dissociation, Cy5-IP20 fluorescence polarization; scaled: DMSO 0%, 113 µM cGMP 100%; activation, % at 11.4 µM; 340,000 compounds, 0.083% hits; AID 504707;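 active = percent activation above the mean of all tested compounds plus 3 SD, cut at about 19% in these data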;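 note: higher means more PKAc released from R1A so a rise in polarization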
CDK5 p35 inh = CDK5/p35 (human) kinase inhibition; Q00535+Q15078; Recombinant CDK5/p35, ADP-Glo luminescence, 60 min; inhibition, % at 10 µM; 330,000 compounds, 0.01% hits; AID 488839;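 active = highest replicate inhibition of at least 50% and at least 75% of replicates reaching 50%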;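 note: plate controls were DMSO neutral control for no effect and GW8510 at 10 µM for full effect; many of its hits are not listed in these tables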
Arrestin-AP2 inh = human beta-arrestin and AP2 interaction inhibition; FITC-arrestin peptide / GST-AP2 beads, flow cytometry; AP2 beta2 appendage carries R879A mutation; inhibition, % at 10 µM; 340,000 compounds, 0.31% hits; AID 504490;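 active = inhibition above a set limit, near 3 SD of compounds lacking own fluorescence, cut at about 54% in these data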;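 note: plate controls were DMSO wells for no effect and 5 µM unlabelled arrestin peptide for full effect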
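System: GST-AP2 R879A glutathione beads. Medium: PBS with 0.05% Tween 20 and 0.1% BSA. Also added: FITC-arrestin peptide, 50 nM. Incubation: 12 min plus 1 h, RT. Measured by: high-throughput flow cytometry of beads, ex 488, em 535 nm. Evaluation: percent drop in bead-associated FITC signal.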
DSG3 Ab inh = inhibitors of pemphigus antibody binding to human desmoglein-3. P32926. DSG3-coupled beads, scFv-anti-DSG3-GFP binding, flow cytometry; stronger effect = lower value. binding (percent of control), % at 10 µM. 310,000 compounds, 0.48% hits;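 active = binding more than 3 SD below its plate's average and above zero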; note: some compounds called inactive have numbers as strong as hits
* hit, by the source's call.

Results for O=C(/C=C/c1ccc([N+](=O)[O-])cc1)c1cccnc1 ?
MITF TRPM1 HTS: 2; dFosB act: -9; Mot1-301 SUMO: 138; SR-BI DiI-HDL act: -5; PKA-R2B act: 8; NSD2 inh: -1; SR-BI HDL uptake: 5; PKA-R1A activ: -11; CDK5 p35 inh: 1.1; Arrestin-AP2 inh: 29; DSG3 Ab inh: 84

What do the screens show for `O=C1NC(=O)C2(COC(c3ccccc3Cl)OC2)S1` (centres undefined)?
MITF TRPM1 HTS: -6; dFosB act: 1; Mot1-301 SUMO: 2; SR-BI DiI-HDL act: 47; PKA-R2B act: 2; NSD2 inh: -1; SR-BI HDL uptake: -47; PKA-R1A activ: 3; CDK5 p35 inh: -1.4; Arrestin-AP2 inh: -7; DSG3 Ab inh: 111

Results for COc1ccc2cc3cc(C(=O)NCc4ccco4)oc3nc2c1 ?
MITF TRPM1 HTS: 18; dFosB act: -24; Mot1-301 SUMO: 2; SR-BI DiI-HDL act: -13; PKA-R2B act: -7; NSD2 inh: -5; SR-BI HDL uptake: 13; PKA-R1A activ: -2; CDK5 p35 inh: 1.0; Arrestin-AP2 inh: 0

How did CN1CCN(C(=O)C2=C[C@@H](C3CCCCC3)C[C@@H](OCCCCO)O2)CC1 do in these assays?
MITF TRPM1 HTS: 3; dFosB act: -1; Mot1-301 SUMO: -3; SR-BI DiI-HDL act: 13; PKA-R2B act: -8; SR-BI HDL uptake: -13; PKA-R1A activ: -3; CDK5 p35 inh: -2.0; Arrestin-AP2 inh: -1; DSG3 Ab inh: 109

Results for O=C(NCc1n[nH]c(=S)n1-c1ccccc1)c1ccco1 ?
MITF TRPM1 HTS: -2; dFosB act: 3; Mot1-301 SUMO: 3; SR-BI DiI-HDL act: 36; PKA-R2B act: -1; NSD2 inh: 2; SR-BI HDL uptake: -36; PKA-R1A activ: 0; CDK5 p35 inh: 0.4; Arrestin-AP2 inh: -1; DSG3 Ab inh: 97

Results for Cc1cc(=O)oc(C)c1C(=O)Nc1cnc2ccccc2c1 ?
MITF TRPM1 HTS: 7; dFosB act: -2; Mot1-301 SUMO: -8; SR-BI DiI-HDL act: 2; PKA-R2B act: 8; NSD2 inh: 0; SR-BI HDL uptake: -2; PKA-R1A activ: -3; CDK5 p35 inh: 0.2; Arrestin-AP2 inh: -1; DSG3 Ab inh: 105

Results for Cc1ncsc1C(=O)N1N=C2/C(=C/c3ccccc3)CCCC2C1c1ccccc1 (centres undefined) ?
MITF TRPM1 HTS: -17; dFosB act: -9; Mot1-301 SUMO: 10; SR-BI DiI-HDL act: -13; PKA-R2B act: 1; NSD2 inh: -2; SR-BI HDL uptake: 13; PKA-R1A activ: -2; CDK5 p35 inh: -0.9; Arrestin-AP2 inh: 25; DSG3 Ab inh: 96

Results for C=CCOc1ccc(C(=O)NC2CCCCC2)cc1 ?
MITF TRPM1 HTS: 62; dFosB act: -5; Mot1-301 SUMO: -21; SR-BI DiI-HDL act: -34; PKA-R2B act: 2; NSD2 inh: -3; SR-BI HDL uptake: 34; PKA-R1A activ: -2; CDK5 p35 inh: -1.0; Arrestin-AP2 inh: -1

Results for COc1ccc(-c2c(C)sc(NC(=O)c3ccnn3C)c2C#N)cc1 ?
MITF TRPM1 HTS: -1; dFosB act: 15; Mot1-301 SUMO: -3; SR-BI DiI-HDL act: -3; PKA-R2B act: -5; NSD2 inh: 0; SR-BI HDL uptake: 3; PKA-R1A activ: -4; CDK5 p35 inh: -0.6; Arrestin-AP2 inh: 3; DSG3 Ab inh: 128

How did Cc1cc(C)n2nc(SC(C)C(=O)NCc3ccco3)nc2n1 (centres undefined) do in these assays?
dFosB act: -2; Mot1-301 SUMO: -20; SR-BI DiI-HDL act: 2; PKA-R2B act: -2; NSD2 inh: 3; SR-BI HDL uptake: -2; PKA-R1A activ: 3; CDK5 p35 inh: 1.5; Arrestin-AP2 inh: 23; DSG3 Ab inh: 100

How did CC(NC(=O)c1ccc([N+](=O)[O-])o1)C12CC3CC(CC(C3)C1)C2 (centres undefined) do in these assays?
MITF TRPM1 HTS: -68; dFosB act: -12; Mot1-301 SUMO: -18; SR-BI DiI-HDL act: -7; PKA-R2B act: -7; NSD2 inh: 8; SR-BI HDL uptake: 7; PKA-R1A activ: 6; CDK5 p35 inh: 1.8; Arrestin-AP2 inh: 9; DSG3 Ab inh: 92

How did Cc1nnc(NC(=O)C(C)Sc2nnc(CCNC(=O)c3ccccc3F)n2C)s1 (centres undefined) do in these assays?
dFosB act: -4; Mot1-301 SUMO: -15; PKA-R2B act: 2; NSD2 inh: -2; PKA-R1A activ: -1; CDK5 p35 inh: 2.0; Arrestin-AP2 inh: -2

How did CCOc1ccccc1CN1CCN(Cc2csc(C(C)=O)c2)CC1CCO (centres undefined) do in these assays?
MITF TRPM1 HTS: -1; dFosB act: -6; Mot1-301 SUMO: 273; SR-BI DiI-HDL act: 9; PKA-R2B act: -15; NSD2 inh: 1; SR-BI HDL uptake: -9; PKA-R1A activ: 2; CDK5 p35 inh: -0.2; Arrestin-AP2 inh: 2; DSG3 Ab inh: 95

How did COc1ccc(F)cc1C(=O)C1CCCN(Cc2ccc3c(c2)OCCO3)C1 (centres undefined) do in these assays?
MITF TRPM1 HTS: -3; dFosB act: -3; Mot1-301 SUMO: -10; SR-BI DiI-HDL act: 4; PKA-R2B act: 2; NSD2 inh: 5; SR-BI HDL uptake: -4; PKA-R1A activ: 8; CDK5 p35 inh: 0.7; Arrestin-AP2 inh: 5; DSG3 Ab inh: 93

How did CCOC(=O)Cn1c2ccccc2c2nc(C)sc21 do in these assays?
MITF TRPM1 HTS: 6; dFosB act: -11; SR-BI DiI-HDL act: 10; PKA-R2B act: -13; NSD2 inh: 2; SR-BI HDL uptake: -10; PKA-R1A activ: 7; CDK5 p35 inh: 0.5; Arrestin-AP2 inh: 14

What do the screens show for `CC(=O)Nc1cccc(OCc2cnc(Cl)s2)c1`?
MITF TRPM1 HTS: -9; dFosB act: 3; Mot1-301 SUMO: -5; SR-BI DiI-HDL act: 9; PKA-R2B act: -8; NSD2 inh: 21; SR-BI HDL uptake: -9; PKA-R1A activ: 0; CDK5 p35 inh: -4.2; Arrestin-AP2 inh: -1; DSG3 Ab inh: 101

What do the screens show for `C#CCN1[C@@H]2CCN(C2)c2cc(Br)ccc2S1(=O)=O`?
MITF TRPM1 HTS: 5; dFosB act: -8; SR-BI DiI-HDL act: 3; PKA-R2B act: -5; SR-BI HDL uptake: -3; PKA-R1A activ: 8; CDK5 p35 inh: 1.7; Arrestin-AP2 inh: 4; DSG3 Ab inh: 103

What do the screens show for `COCCn1c(=S)[nH]c2ccc(N(C)C)cc2c1=O`?
dFosB act: -2; Mot1-301 SUMO: 53; SR-BI DiI-HDL act: -17; PKA-R2B act: -9; NSD2 inh: 1; SR-BI HDL uptake: 17; PKA-R1A activ: -6; CDK5 p35 inh: 0.8; Arrestin-AP2 inh: 12; DSG3 Ab inh: 99

What do the screens show for `O=C1CCc2cc(S(=O)(=O)Nc3ccccc3F)ccc2N1`?
MITF TRPM1 HTS: 8; dFosB act: 2; Mot1-301 SUMO: 4; SR-BI DiI-HDL act: 7; PKA-R2B act: -8; NSD2 inh: 0; SR-BI HDL uptake: -7; PKA-R1A activ: -2; CDK5 p35 inh: -1.1; Arrestin-AP2 inh: -10; DSG3 Ab inh: 102

Results for Cc1ccccc1OCC(=O)N1CCc2ccccc2C1 ?
MITF TRPM1 HTS: 18; dFosB act: -2; Mot1-301 SUMO: -6; SR-BI DiI-HDL act: 8; PKA-R2B act: -22; NSD2 inh: 2; SR-BI HDL uptake: -8; PKA-R1A activ: -9; CDK5 p35 inh: 0.0; Arrestin-AP2 inh: 6; DSG3 Ab inh: 108

How did COC(=O)c1sc(-c2ccccc2)cc1NC(=O)c1ccc(F)cc1 do in these assays?
MITF TRPM1 HTS: -1; dFosB act: -7; Mot1-301 SUMO: -11; SR-BI DiI-HDL act: -16; PKA-R2B act: -15; NSD2 inh: -2; SR-BI HDL uptake: 16; PKA-R1A activ: -10; CDK5 p35 inh: 0.5; Arrestin-AP2 inh: -4; DSG3 Ab inh: 78

Results for CCOC(=O)c1c(C)c(C(=O)NC2CCCCC2)c(C)n1CC ?
MITF TRPM1 HTS: -1; dFosB act: 0; SR-BI DiI-HDL act: -17; PKA-R2B act: 8; NSD2 inh: -2; SR-BI HDL uptake: 17; PKA-R1A activ: 4; CDK5 p35 inh: 0.1; Arrestin-AP2 inh: 9; DSG3 Ab inh: 94

How did C=CCOc1cccc(CNn2nnnc2N)c1 do in these assays?
MITF TRPM1 HTS: 5; dFosB act: 2; Mot1-301 SUMO: inactive; SR-BI DiI-HDL act: 19; PKA-R2B act: -3; SR-BI HDL uptake: -19; PKA-R1A activ: -3; CDK5 p35 inh: 0.7; Arrestin-AP2 inh: 21; DSG3 Ab inh: 105

Results for CNC(=S)N(CCc1ccc(OC)c(OC)c1)C1CC(=O)N(c2ccccc2)C1=O (centres undefined) ?
dFosB act: -4; Mot1-301 SUMO: -8; SR-BI DiI-HDL act: -7; PKA-R2B act: -4; SR-BI HDL uptake: 7; PKA-R1A activ: -10; CDK5 p35 inh: -2.7; Arrestin-AP2 inh: 6; DSG3 Ab inh: 96

What do the screens show for `COc1ccc(C)cc1NC(=O)C(C)N(c1ccc(C)cc1)S(C)(=O)=O` (centres undefined)?
MITF TRPM1 HTS: -14; dFosB act: -9; SR-BI DiI-HDL act: -16; PKA-R2B act: -4; NSD2 inh: 15; SR-BI HDL uptake: 16; PKA-R1A activ: -2; CDK5 p35 inh: -1.2; Arrestin-AP2 inh: -3; DSG3 Ab inh: 98

How did COc1cccc(-c2c(C(=O)N/N=C(\C)c3cccnc3)nnn2-c2nonc2N)c1 do in these assays?
MITF TRPM1 HTS: 6; dFosB act: -13; Mot1-301 SUMO: -12; SR-BI DiI-HDL act: 46; PKA-R2B act: -1; NSD2 inh: -2; SR-BI HDL uptake: -46; PKA-R1A activ: -4; CDK5 p35 inh: 3.5; Arrestin-AP2 inh: -1; DSG3 Ab inh: 103

What do the screens show for `O=C(NNc1ccc(C2CCCCC2)cc1)C(O)(c1ccccc1)c1cccs1` (centres undefined)?
MITF TRPM1 HTS: -5; dFosB act: -4; Mot1-301 SUMO: 94; SR-BI DiI-HDL act: -29; PKA-R2B act: 3; NSD2 inh: -1; SR-BI HDL uptake: 29; PKA-R1A activ: -12; CDK5 p35 inh: -1.0; Arrestin-AP2 inh: 10; DSG3 Ab inh: 100
